Rpn11 inh: blocks the human proteasome subunit Rpn11. calls only at 20 µM. human 26S proteasome, Ub4-pepOG fluorescence polarization; 20S core pre-blocked with epoxomicin. 0.59% of 360,000 active;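 active = inhibition at 20 µM, scaled to each plate's controls, above about 33%, limit read from the data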
STEP block: blocks human striatal-enriched tyrosine phosphatase; P54829; recombinant STEP, OMFP fluorogenic substrate, fluorescence; inhibition, % at 20 µM; 0.25% of 360,000 active; AID 588621;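 active = inhibition at 20 µM, scaled per plate between control wells, above about 37%, limit read from the data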;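 note: 0% = DMSO with enzyme and substrate and 100% = substrate only without enzyme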
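Material: STEP (striatal-enriched tyrosine phosphatase) enzyme, cell-free; Compound dosing: 20 µM single dose in 1% DMSO; Technique: fluorescence read at 480 nm ex / 540 nm em; Times: reaction 20 min, ambient temperature; Medium: 50 mM Bis-Tris pH 6.0 with 2.5 mM DTT and 0.005% Tween 20; Also added: OMFP at 25 µM.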
SKN-1 block: blocks SKN-1 activity in C. elegans; C. elegans VP596 Pgst-4::GFP/RFP ratio, acrylamide-induced, 24 h; inhibition, % at 21.8 µM; 0.49% of 360,000 active; AID 624304;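 active = interference check ratio from 0.5 to 1.5 plus GFP to RFP signal ratio inhibition reaching or exceeding a fixed threshold, cut at about 30% in these data, passing the limit was not always enough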; note: some compounds called inactive have numbers as strong as hits
LMPTP inh: blocks human LMPTP phosphatase; P24666; recombinant LMPTP-A, OMFP fluorogenic substrate, fluorescence intensity; inhibition, % at 20 µM; 0.22% of 360,000 active; AID 651560;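 active = compounds that cut the enzyme signal by at least half of the control window in the single-dose screen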;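 note: plate controls were DMSO wells with enzyme plus substrate for no effect and substrate without enzyme for full effect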
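Test system: LMPTP-A phosphatase enzyme. Amount: LMPTP-A at 0.625 nM final in the reaction. Reagent: OMFP substrate, 400 µM final. Times: 50 min at room temperature. Signal: endpoint fluorescence intensity from OMFP dephosphorylation. Read-out basis: % inhibition. Benchmarks: no-enzyme and uninhibited controls.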
DNMT1 inh: blocks human DNA methyltransferase DNMT1; P26358; 0.83% of 360,000 active; inhibition (reported as % activation of signal), % at 10 µM; DNMT1 molecular beacon, Hinp1I cleavage, fluorescence; in the data active = inhibition above about 50%
NadD inh: blocks S. aureus nicotinate mononucleotide adenylyltransferase; purified NadD enzyme, colorimetric absorbance read-out; inhibition, % at 20 µM; 0.78% of 360,000 active; AID 602399; in the data active = inhibition above about 26%; note: some compounds past the cut are filed as inactive
Scp-1 inhibitor: Scp-1 (human) phosphatase inhibition. 0.88% of 340,000 active. Recombinant Scp1, phosphopeptide, malachite green phosphate absorbance. inhibition, % at 20 µM;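 active = inhibition above about 50% at 20 µM, limit read from the data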;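 note: plate controls were DMSO wells with enzyme for no effect and wells lacking enzyme for full effect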
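Assay system: SCP-1 catalytic fragment, aa 76-261 | Buffer or medium: Tris acetate buffer pH 5.5 with MgCl2 and Tween-20 | Compound: One concentration, 20 µM, with 1.0% DMSO | Also added: Phospho 17-mer peptide substrate | Signal: Absorbance at 630 nm | Incubation: 45 min enzyme reaction at room temperature | Measure: % inhibition of SCP-1 phosphate liberation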
NRP1-CendR mod: NRP-1/CendR interaction modulation; O14786; FAM-RPARPAR peptide binding to NRP-1, fluorescence polarization; inhibition, % at 25 µM; 0.85% of 360,000 active;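 active = inhibition or corrected inhibition above about 18%, plus a signal ratio from 0.5 to 1.5, limit read from the data, passing the limit was not always enough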; note: strong numbers were not always called active
Target sequence (O14786 whole entry, looked up): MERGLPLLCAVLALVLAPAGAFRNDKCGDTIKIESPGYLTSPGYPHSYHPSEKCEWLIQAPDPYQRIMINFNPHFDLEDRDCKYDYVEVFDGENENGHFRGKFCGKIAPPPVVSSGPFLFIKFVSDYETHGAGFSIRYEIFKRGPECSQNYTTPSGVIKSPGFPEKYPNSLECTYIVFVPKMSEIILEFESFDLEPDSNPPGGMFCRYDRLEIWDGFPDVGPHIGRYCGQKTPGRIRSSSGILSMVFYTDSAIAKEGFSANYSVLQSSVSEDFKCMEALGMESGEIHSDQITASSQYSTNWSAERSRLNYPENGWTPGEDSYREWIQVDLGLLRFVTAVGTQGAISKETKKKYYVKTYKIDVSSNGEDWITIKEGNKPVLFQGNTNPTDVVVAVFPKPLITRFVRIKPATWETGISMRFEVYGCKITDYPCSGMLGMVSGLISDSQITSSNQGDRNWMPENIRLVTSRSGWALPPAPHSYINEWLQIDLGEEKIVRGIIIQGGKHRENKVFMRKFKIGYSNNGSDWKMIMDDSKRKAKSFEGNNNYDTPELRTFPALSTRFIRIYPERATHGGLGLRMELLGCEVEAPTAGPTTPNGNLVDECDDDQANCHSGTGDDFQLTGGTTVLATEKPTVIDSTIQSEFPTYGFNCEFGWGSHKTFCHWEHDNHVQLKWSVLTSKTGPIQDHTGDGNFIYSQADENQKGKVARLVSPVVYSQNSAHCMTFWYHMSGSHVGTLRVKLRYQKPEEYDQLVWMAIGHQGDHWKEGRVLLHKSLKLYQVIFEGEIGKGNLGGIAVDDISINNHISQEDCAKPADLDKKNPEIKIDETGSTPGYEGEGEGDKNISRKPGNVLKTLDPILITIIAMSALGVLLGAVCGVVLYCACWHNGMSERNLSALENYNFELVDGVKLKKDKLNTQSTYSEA
SUMO1-SIM PPI: modulators of human SUMO1-mediated protein-protein interactions; inhibition, % at 20 µM; 0.33% of 360,000 active; SUMO1 binding to a labelled peptide, TR-FRET, 1 h; in the data active = inhibition above about 37%
Target sequence (P63165 whole entry, looked up): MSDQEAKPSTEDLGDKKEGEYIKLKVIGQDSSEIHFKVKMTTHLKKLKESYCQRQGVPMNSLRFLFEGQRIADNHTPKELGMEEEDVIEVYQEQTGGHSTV
MT1-MMP act inh: inhibitors of human MT1-MMP activation | P50281 | HT1080 RFP-PRO-GFP cells, GFP/RFP ratio fluorescence, overnight; percent of plate control window, DMSO zero | GFP/RFP ratio change, % at 20 µM | 0.061% of 360,000 active | AID 651647;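 active = GFP/RFP ratio change of at least 30% with cell ATP level not reduced by more than half and red fluorescence within 50% of control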; note: strong numbers were not always called active
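Test system: HT1080 RFP-PRO-GFP cells; Benchmarks: DMSO and RFP-L50D-GFP cell wells; Timing: cells overnight before dosing, compound overnight, 37 °C, 5% CO2; Compound: one 20 µM compound dose with 1% DMSO; Read-out: GFP/RFP fluorescence ratio.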
* = called active by the depositor.

For O=C1CN(c2ccccc2)C(=O)N1 the results were Rpn11 inh inactive, STEP block -3, SKN-1 block 15, LMPTP inh 0.9, DNMT1 inh -7, NadD inh 1, Scp-1 inhibitor -4, NRP1-CendR mod -13, SUMO1-SIM PPI 2 and MT1-MMP act inh 1.
`COc1cccc(OCCOc2ccccc2OC(C)C)c1` gave Rpn11 inh inactive, STEP block 2, SKN-1 block -4, LMPTP inh 1.0, DNMT1 inh -1, NadD inh -10, Scp-1 inhibitor -18, NRP1-CendR mod 7, SUMO1-SIM PPI 1 and MT1-MMP act inh 4.
For CC(=O)Oc1ccc(OC(C)=O)c(S(=O)(=O)c2ccc(C)c(C)c2)c1 the results were Rpn11 inh inactive, STEP block -2, SKN-1 block 5, LMPTP inh 0.2, DNMT1 inh 2, NadD inh -4, Scp-1 inhibitor -7, NRP1-CendR mod -14, SUMO1-SIM PPI 4 and MT1-MMP act inh 2.
For CC1CCCC(C)N1/N=C/c1ccc([N+](=O)[O-])cc1 (stereo not given) the results were Rpn11 inh inactive, STEP block 4, SKN-1 block -2, LMPTP inh 0.8, DNMT1 inh 0, NadD inh -1, Scp-1 inhibitor -9, NRP1-CendR mod 0, SUMO1-SIM PPI -32 and MT1-MMP act inh 2.
`O=C(Nc1ccccc1Cl)c1cc(C2CCCN(C(=O)c3ccccc3)C2)on1` (stereo not given) gave Rpn11 inh inactive, STEP block 0, SKN-1 block 9, LMPTP inh -0.1, DNMT1 inh 0, NadD inh -2, NRP1-CendR mod -2, SUMO1-SIM PPI -2 and MT1-MMP act inh 0.
`COc1ccc([N+](=O)[O-])cc1NC(=O)C(C)OC(=O)CC1CCCC1` (stereo not given) gave Rpn11 inh inactive, STEP block 0, SKN-1 block 6, LMPTP inh 0.5, DNMT1 inh -2, NadD inh -12, Scp-1 inhibitor -6, NRP1-CendR mod -3, SUMO1-SIM PPI -24 and MT1-MMP act inh -2.
Screening Cc1nn(Cc2ccccc2Cl)c(C)c1C(=O)Nc1nnc(C2CC2)s1 returned Rpn11 inh inactive, STEP block -1, SKN-1 block -4, LMPTP inh -0.3, DNMT1 inh 4, NadD inh -23, Scp-1 inhibitor 3, NRP1-CendR mod 0, SUMO1-SIM PPI 4 and MT1-MMP act inh 2.
For CC1(C)CC(c2nc(-c3ccc([N+](=O)[O-])cc3)cs2)CCO1 (stereo not given) the results were Rpn11 inh inactive, STEP block 6, SKN-1 block 10, LMPTP inh 0.1, DNMT1 inh -3, NadD inh -6, Scp-1 inhibitor -10, NRP1-CendR mod 11, SUMO1-SIM PPI -24 and MT1-MMP act inh 3.
`O=C(CN1C(=O)NC2(CCCCC2)C1=O)NCCc1ccccc1` gave Rpn11 inh inactive, STEP block 0, SKN-1 block 10, LMPTP inh -0.2, DNMT1 inh -2, NadD inh 5, Scp-1 inhibitor 0, NRP1-CendR mod -1, SUMO1-SIM PPI 2 and MT1-MMP act inh -3.
CCC(Oc1ccccc1)C(=O)Nc1ncc([N+](=O)[O-])s1 (stereo not given) was read as Rpn11 inh inactive, STEP block 0, SKN-1 block 1, LMPTP inh -0.5, DNMT1 inh 2, NadD inh -2, Scp-1 inhibitor -6, NRP1-CendR mod -14, SUMO1-SIM PPI -21 and MT1-MMP act inh -5.
Screening COc1ccc(CC(=O)N[C@@H](CCSC)c2nc3ccccc3[nH]2)cc1 returned Rpn11 inh inactive, STEP block 0, SKN-1 block 8, LMPTP inh -1.7, DNMT1 inh -5, NadD inh -3, Scp-1 inhibitor -5, NRP1-CendR mod -4, SUMO1-SIM PPI 3 and MT1-MMP act inh -1.
`C[C@]12CC[C@@H]3c4ccc(OC(=O)c5ccccc5)cc4CC[C@H]3[C@@H]1CC[C@@H]2O` gave Rpn11 inh inactive, STEP block -2, SKN-1 block 5, LMPTP inh 0.5, DNMT1 inh -10, NadD inh -7, Scp-1 inhibitor 13, NRP1-CendR mod 14, SUMO1-SIM PPI 1 and MT1-MMP act inh 5.
For CCOC(=O)N1CCN(CC(O)c2ccc3c(c2)CCN3)CC1 (stereo not given) the results were Rpn11 inh inactive, STEP block -4, SKN-1 block 10, LMPTP inh 1.3, DNMT1 inh 5, NadD inh 1, Scp-1 inhibitor -6, NRP1-CendR mod 0, SUMO1-SIM PPI -4 and MT1-MMP act inh -2.
For CC(C)(C)c1ccc(C(=O)N/C(=C\c2cccc([N+](=O)[O-])c2)C(=O)Nc2cccc(C(=O)O)c2)cc1 the results were Rpn11 inh inactive, STEP block 0, SKN-1 block -15, LMPTP inh -1.4, DNMT1 inh 0, NadD inh 31*, Scp-1 inhibitor 4, NRP1-CendR mod -6, SUMO1-SIM PPI -25 and MT1-MMP act inh -2.
CC1CN(S(=O)(=O)c2cccc(-c3csc(-c4ccccc4)n3)c2)CC(C)O1 (stereo not given) was read as Rpn11 inh inactive, STEP block 1, SKN-1 block 13, LMPTP inh 1.2, DNMT1 inh -6, NadD inh -3, Scp-1 inhibitor -15, NRP1-CendR mod 15, SUMO1-SIM PPI -7 and MT1-MMP act inh -13.
Cc1cccc(NC(=S)N2CCN(Cc3ccc4c(c3)OCO4)CC2)c1C was read as Rpn11 inh inactive, STEP block 4, SKN-1 block 3, LMPTP inh 0.5, DNMT1 inh 2, NadD inh 0, Scp-1 inhibitor -2, NRP1-CendR mod -2, SUMO1-SIM PPI -1 and MT1-MMP act inh 0.
`CS(=O)(=O)N(CC(=O)N1CCN(C(c2ccccc2)c2ccccc2)CC1)C1CCCCC1` gave Rpn11 inh inactive, STEP block 1, SKN-1 block -12, LMPTP inh 0.5, DNMT1 inh 8, NadD inh -8, Scp-1 inhibitor -9, NRP1-CendR mod 1, SUMO1-SIM PPI 29 and MT1-MMP act inh -7.
`COC(=O)c1c(-c2cccc(C)c2)csc1NC(=O)C1CCCO1` (stereo not given) gave Rpn11 inh inactive, STEP block -1, SKN-1 block 1, LMPTP inh 0.7, DNMT1 inh -2, NadD inh 0, Scp-1 inhibitor -9, NRP1-CendR mod -1, SUMO1-SIM PPI 0 and MT1-MMP act inh 1.
For Cc1ccc2nc(Cl)c(/C=N/NC(=O)c3ccccc3O)cc2c1 the results were Rpn11 inh inactive, STEP block 2, SKN-1 block 4, LMPTP inh 2.7, DNMT1 inh -3, NadD inh 25, Scp-1 inhibitor 72*, NRP1-CendR mod -2, SUMO1-SIM PPI 6 and MT1-MMP act inh 2.
Screening O=C(CN1C(=O)S/C(=C\C=C\c2ccccc2)C1=O)Nc1ccc(O)cc1 returned Rpn11 inh inactive, STEP block -4, SKN-1 block -2, LMPTP inh -0.7, DNMT1 inh -11, NadD inh 5, Scp-1 inhibitor -4, NRP1-CendR mod 6, SUMO1-SIM PPI -7 and MT1-MMP act inh 2.
Cn1ncc(-c2ccno2)c1C(=O)O was read as Rpn11 inh inactive, STEP block 0, SKN-1 block -2, LMPTP inh -0.4, DNMT1 inh -5, NadD inh 0, Scp-1 inhibitor 3, NRP1-CendR mod 8, SUMO1-SIM PPI 3 and MT1-MMP act inh -2.
`CCC(C)(C)NC(=O)CN(C(=O)c1csnn1)c1ccccc1-c1ccccc1` gave Rpn11 inh inactive, STEP block -1, SKN-1 block 14, LMPTP inh -0.6, DNMT1 inh 2, NadD inh -3, Scp-1 inhibitor -3, NRP1-CendR mod -2, SUMO1-SIM PPI 3 and MT1-MMP act inh 2.
For CC(=O)Nc1nc(-c2ccc([N+](=O)[O-])cc2)cs1 the results were Rpn11 inh inactive, STEP block 0, SKN-1 block 1, LMPTP inh 19, DNMT1 inh 4, NadD inh -1, Scp-1 inhibitor -11, NRP1-CendR mod 8, SUMO1-SIM PPI 0 and MT1-MMP act inh 3.
Screening CN(C(=O)COC(=O)c1cc2ccccc2cc1O)C1CCCCC1 returned Rpn11 inh inactive, STEP block -1, SKN-1 block 4, LMPTP inh 2.3, DNMT1 inh -3, NadD inh -11, Scp-1 inhibitor -10, NRP1-CendR mod -2, SUMO1-SIM PPI -21 and MT1-MMP act inh 5.
Screening Cc1ccc(OCCCC(=O)Nc2ccc3c(c2)OCO3)cc1 returned Rpn11 inh inactive, STEP block -2, SKN-1 block -2, LMPTP inh 0.6, DNMT1 inh -8, NadD inh -8, Scp-1 inhibitor -6, NRP1-CendR mod -8, SUMO1-SIM PPI -2 and MT1-MMP act inh 6.
COc1ccc(/C=C/c2ccncc2)c2ccccc12 was read as Rpn11 inh inactive, STEP block 1, SKN-1 block 16, LMPTP inh 2.4, DNMT1 inh -6, NadD inh 0, Scp-1 inhibitor 5, NRP1-CendR mod -19 and SUMO1-SIM PPI -14.
For CS(=O)(=O)N(CC(=O)Nc1c(F)cccc1F)c1ccc(C23CC4CC(CC(C4)C2)C3)cc1 the results were Rpn11 inh inactive, STEP block 0, SKN-1 block 9, LMPTP inh 3.0, DNMT1 inh 10, NadD inh 14, Scp-1 inhibitor -10, NRP1-CendR mod -4, SUMO1-SIM PPI -1 and MT1-MMP act inh -5.
O=C(CCl)NC(Cc1c[nH]c2ccc(OCc3ccccc3)cc12)C(=O)O (stereo not given) was read as Rpn11 inh inactive, STEP block 2, SKN-1 block 4, LMPTP inh -3.0, DNMT1 inh 0, NadD inh -4, Scp-1 inhibitor 6, NRP1-CendR mod 7, SUMO1-SIM PPI 0 and MT1-MMP act inh 1.
CC1=CC2C(C3C=CC2(C)C(=O)C3(C)O)C(C)(O)C1=O (stereo not given) was read as Rpn11 inh inactive, STEP block -1, SKN-1 block 0, LMPTP inh -1.4, DNMT1 inh 1, NadD inh -3, Scp-1 inhibitor -3, NRP1-CendR mod 0, SUMO1-SIM PPI 4 and MT1-MMP act inh 2.
Screening CC1CC(C)CN(C(=O)COC(=O)c2nccnc2N)C1 (stereo not given) returned Rpn11 inh inactive, STEP block 0, SKN-1 block 2, LMPTP inh 0.2, DNMT1 inh -2, NadD inh 0, Scp-1 inhibitor -2, NRP1-CendR mod 6, SUMO1-SIM PPI -11 and MT1-MMP act inh 2.

Of the compounds above, these have an NH in an aromatic ring:
Screening COc1ccc(CC(=O)N[C@@H](CCSC)c2nc3ccccc3[nH]2)cc1 returned Rpn11 inh inactive, STEP block 0, SKN-1 block 8, LMPTP inh -1.7, DNMT1 inh -5, NadD inh -3, Scp-1 inhibitor -5, NRP1-CendR mod -4, SUMO1-SIM PPI 3 and MT1-MMP act inh -1.
O=C(CCl)NC(Cc1c[nH]c2ccc(OCc3ccccc3)cc12)C(=O)O (stereo not given) was read as Rpn11 inh inactive, STEP block 2, SKN-1 block 4, LMPTP inh -3.0, DNMT1 inh 0, NadD inh -4, Scp-1 inhibitor 6, NRP1-CendR mod 7, SUMO1-SIM PPI 0 and MT1-MMP act inh 1.
